GALR2 blocker: blocks the human galanin receptor 2; GALR2-expressing cells, antagonist mode; inhibition, % at 4 µM; hit rate 0.39% among 140,000; AID 828; O43603; in the data active means inhibition above about 27%;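 further: cells stimulated with galanin 1-16 at roughly its EC80; 0% = agonist challenge control and 100% = basal control without agonist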
Target sequence (O43603 whole entry, looked up): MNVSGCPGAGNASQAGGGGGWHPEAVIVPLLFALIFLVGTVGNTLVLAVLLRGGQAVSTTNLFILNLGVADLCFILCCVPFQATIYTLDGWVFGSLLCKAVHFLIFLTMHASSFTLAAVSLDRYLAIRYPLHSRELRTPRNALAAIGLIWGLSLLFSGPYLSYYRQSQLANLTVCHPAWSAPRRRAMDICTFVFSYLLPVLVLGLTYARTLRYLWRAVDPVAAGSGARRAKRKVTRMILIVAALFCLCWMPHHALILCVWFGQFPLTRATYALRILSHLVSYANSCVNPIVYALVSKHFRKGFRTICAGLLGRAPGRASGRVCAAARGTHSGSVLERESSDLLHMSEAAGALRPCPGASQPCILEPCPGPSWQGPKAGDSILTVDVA
NPY Y2 blocker: blocks the human neuropeptide Y Y2 receptor | NPY-Y2 expressing cells, antagonist mode | P49146 | inhibition, % at 2.7 µM | hit rate 0.99% among 140,000 | AID 793; in the data active means inhibition above about 17%;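 further: 0% = vehicle with agonist challenge and 100% = reference antagonist with challenge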
Target sequence (P49146 whole entry, looked up): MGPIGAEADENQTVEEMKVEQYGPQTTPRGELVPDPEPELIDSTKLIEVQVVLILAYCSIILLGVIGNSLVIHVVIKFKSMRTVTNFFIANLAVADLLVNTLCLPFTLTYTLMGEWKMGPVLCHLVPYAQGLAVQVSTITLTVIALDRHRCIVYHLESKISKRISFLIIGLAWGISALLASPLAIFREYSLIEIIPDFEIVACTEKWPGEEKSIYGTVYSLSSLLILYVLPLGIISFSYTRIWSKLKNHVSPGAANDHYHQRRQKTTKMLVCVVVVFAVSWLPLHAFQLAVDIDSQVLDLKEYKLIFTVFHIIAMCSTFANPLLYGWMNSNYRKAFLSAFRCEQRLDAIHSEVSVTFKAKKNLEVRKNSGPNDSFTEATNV
E-sel TNF inh: blocks E-selectin expression induced by TNF alpha | inhibition, % at 2 µM | hit rate 0.71% among 120,000 | HUVEC TNFa-induced E-selectin immunofluorescence, high content;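 active means inhibition above the batch mean plus 3 SD, and confirmed as a hit on visual image review, cut at about 43% in these data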;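 further: 0% = TNF-stimulated DMSO wells and 100% = unstimulated control wells; not every result past the cut was called active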
MRP-1 activ: activates MRP-1; viability increase, % at 10 µM; H69AR cells + doxorubicin, viability rescue, CellTiter-Glo; hit rate 0.61% among 140,000;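 active means viability gain under doxorubicin at or above a set limit, the compound median plus 3 SD, cut at about 4.7% in these data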;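 further: MRP-1 overexpressing cells given doxorubicin 25 µM after compound pretreatment; 18-22 h compound pretreatment then 72 h with doxorubicin before readout; 0% = doxorubicin-only wells and 100% = vehicle-treated cells without doxorubicin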
Measles CPE: protection of cells from measles virus; Measles virus-infected cells, CPE protection, absorbance; protection (pct of control), % at 4 µM; hit rate 1.5% among 140,000; AID 841; in the data active means protection mostly above about 24%, no sharp cut-off; inactive means mostly below about 26%; further: some compounds called inactive have numbers as strong as hits
BB579 growth dn: chemicals that inhibit yeast BB579 growth in restrictive medium (lifespan-shortening candidates); S. cerevisiae BB579 growth, OD615, 48 h; inhibition, % at 10 µM; hit rate 0.51% among 140,000;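 active means inhibition above a set limit, 3 SD over the mean compound inhibition, cut at about 44% in these data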; further: inactives centre near -24
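Material: Saccharomyces cerevisiae DeaD strain BB579, replicative lifespan model yeast; buffer or medium: CSMM-D restrictive synthetic medium containing dextrose (glucose); compound: 10 µM single dose, DMSO 0.25%; timing: 48 h compound exposure at 30 °C after 4 h preincubation; signal: turbidity as optical density at 615 nm; benchmarks: positive control amphotericin B 10 µg/mL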
Phagocytosis inh: blocks phagocytosis by macrophages; J774A.1 macrophage IgG-bead phagocytosis, imaging; inhibition, % at 5 µM; hit rate 0.07% among 110,000; AID 1029;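 active means inhibition above the mean of the plate negative controls plus 5 SD, cut at about 13% in these data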;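 further: phagocytic index as fraction of beads internalized from green versus red external bead signal; plate controls were DMSO negative control for no effect and cytochalasin-D positive control for full effect; some results beyond the cut were filed as inactive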
bCat KO growth: beta-catenin-lacking colon tumor cell growth suppression; viability, % at 10 µM; AID 818; hit rate 1.5% among 140,000; HCT116 beta-catenin knockout viability, CellTiter-Glo, 60 h; hits give low values;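 active means viability at or under a set limit, the compound median less 4 SD, cut at about 6% in these data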;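 further: 0% = Hyamine 1622 control at 20 µM and 100% = untreated cell control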
HCT116 PTEN-null: PTEN-deleted cell growth suppression; HCT116 PTEN-null viability, CellTiter-Glo, 60 h; hits give low values; viability, % at 10 µM; hit rate 1.2% among 140,000; AID 827;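 active means viability at or below a set limit, 4 SD under the median of all tested compounds, cut at about 3.7% in these data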;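 further: PTEN knockout HCT116 line with beta catenin targeted HCT116 as companion control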
Yeast lifespan up: extends the lifespan of yeast. S. cerevisiae growth with nicotinamide, OD615; deaD strain in restrictive glucose medium. inhibition of the nicotinamide effect, % at 10 µM. hit rate 0.68% among 130,000;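 active means inhibition above a set limit, placed 3 SD over the median of all compounds, cut at about 26% in these data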;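 further: 0% = nicotinamide-treated wells and 100% = cells grown without nicotinamide; some compounds called inactive have numbers as strong as hits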
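Buffer or medium: CSMM-D glucose medium, restrictive; test system: modified budding yeast, DeaD strain; compound: single dose 10 µM compound, 0.25% DMSO; schedule: culture preincubation 4 h, compound exposure 48 h, both 30 °C; detection: optical density (absorbance) at 615 nm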
* hit, by the source's call; / = no result given.

SMILES	GALR2 blocker	NPY Y2 blocker	E-sel TNF inh	MRP-1 activ	Measles CPE	BB579 growth dn	Phagocytosis inh	bCat KO growth	HCT116 PTEN-null	Yeast lifespan up
CCC1(C(=O)OC)NC(c2ccco2)C2C(=O)N(c3ccc(C)cc3)C(=O)C21 (centres undefined)	29.7*	-1.8	-15.2	-2.8	6.6	-32.4	-2.2	90.8	52.1	-10.1
CN(C)S(=O)(=O)N1CCC(C(=O)O)(c2ccccc2)CC1	3.8	-0.7	-42.2	0.2	17.3	-48.5	/	104.8	101.5	-9.2
CCCCC1CCC(c2nc(-c3ccccn3)no2)CC1 (centres undefined)	-9.7	6.8	5.4	-0.2	2.6	-4.6	/	67.2	74.2	-22.4
COC(=O)C1=C(C)N(CCc2ccccc2)C(=O)/C1=C\c1ccco1	-2.1	5.8	/	-2.8	15.9	-41.7	-2.5	91.3	107.0	15.6
O=C(NCCCN1CCN(C2CCCCC2)CC1)Nc1ccccc1C(F)(F)F	-6.0	1.7	-19.9	-0.3	3.9	-13.2	/	92.9	103.4	-2.9
COc1cccc(C2C3=C(N=c4s/c(=C\c5ccc(O)cc5)c(=O)n42)c2ccccc2CC3)c1OC (centres undefined)	-2.4	2.5	/	-4.6	7.3	-16.4	-12.2	80.8	83.6	3.6
COc1ccccc1NC(=O)c1oc2ccccc2c1NC(=O)c1ccco1	0.6	3.2	/	-1.1	5.7	-20.6	-1.0	87.7	87.2	1.0
NC1=NC2(CCCCC2)n2c(nc3ccccc32)N1	-14.4	1.9	-100.9	-1.7	4.5	13.9	-2.6	97.8	94.0	-3.6
O=C(CSc1nc2ccc([N+](=O)[O-])cc2[nH]1)NC1CCCCC1	0.9	2.4	-15.1	-1.1	9.7	-18.2	-4.5	103.1	82.0	-16.3
O=C(Cc1ccc(Cl)cc1)Nc1ccc(N2CCCC2)cc1	-6.3	-3.1	13.3	-0.2	26.1	-58.4	1.5	88.7	98.7	-4.6
CCN1C(=O)c2cccc3c(S(=O)(=O)Nc4ccncc4)ccc1c23	13.2	1.5	17.5	-1.0	10.7	-20.7	-2.3	98.9	98.4	-1.2
Cc1ccc(-c2nc(=S)c3c(n2Cc2ccco2)CCCC3)cc1	4.4	16.4	-17.8	-1.4	12.8	-14.8	0.2	74.9	70.0	-11.4
N#C/C(=N\Nc1ccccc1)C(=N)N1CCOCC1	3.8	8.4	/	6.8*	74.0*	-40.6	-1.6	90.8	97.9	-2.3
C=CCSC1=N/C(=C\c2ccsc2)C(=O)S1	12.0	-1.7	/	-1.2	5.8	-6.2	-0.6	90.1	90.0	-11.8
O=C(CSc1nnc(COc2ccc(Cl)cc2)o1)N1c2ccccc2CCc2ccccc21	-12.3	-0.8	-16.4	0.4	2.1	-46.7	-0.4	29.5	38.4	-0.4
COc1ccccc1C/C(N)=N/O	22.6	4.1	/	0.2	16.0	-28.2	-1.8	98.1	96.6	5.1
O=C1c2cccc3cccc(c23)C(=O)N1OS(=O)(=O)c1ccc(Br)cc1	4.4	3.7	/	-0.9	/	-5.7	-10.0	67.7	62.6	22.9
COCCn1c(=O)[nH]c2cc(C(=O)NC3CCCCCC3)ccc2c1=O	0.6	0.8	-18.2	-3.3	15.7	-7.6	-1.0	93.2	94.0	-5.1
Cc1cc(C)n(C(=O)Cc2cn3ccsc3n2)n1	-0.3	-0.8	/	-0.1	27.4	-48.1	-0.4	89.1	100.7	-1.6
CCOC(=O)CSC1=C(C#N)C(c2ccc(F)cc2)C(C(C)=O)=C(C)N1 (centres undefined)	-3.4	-1.6	-22.5	2.1	3.3	-27.9	-0.9	96.5	97.8	1.0
Brc1ccc2c(c1)C(c1cccs1)=NNC(c1cccnc1)=N2	-10.0	1.3	-11.0	-1.5	7.6	-26.2	/	86.2	92.1	-5.9
COc1ccc(S(=O)(=O)N2CCN(C(=O)c3cccs3)CC2)cc1	-14.6	-0.2	11.3	-5.5	4.7	-18.3	1.5	89.2	93.1	-22.6
COc1ccccc1OCCCCOc1ccccc1C(C)=O	0.9	5.4	/	-1.1	5.6	-23.0	/	59.8	55.6	-6.8
COc1cc(C(=O)NCCC(=O)NCCN2CCCCCC2)cc(OC)c1OC	5.2	5.5	13.4	-0.9	6.4	-9.4	-1.3	106.5	103.5	-2.8
COc1ccc(C(C(O)C(=O)c2c[nH]c3ccccc23)N2CCN(c3ccc(OC)cc3)CC2)cc1 (centres undefined)	2.5	-0.5	/	-0.9	7.1	-22.9	-0.4	75.2	73.8	-4.3
O=C(NC(Cc1ccccc1)C(=O)Oc1ccc2c(C(F)(F)F)cc(=O)oc2c1)OCc1ccccc1 (centres undefined)	32.5*	5.4	-4.7	-3.3	3.8	-10.2	/	93.9	92.2	-0.9
O=C(CSc1nnc(-c2ccccc2)o1)OCc1ccccc1	-3.6	5.9	-10.0	-1.9	7.3	-19.3	/	93.2	96.8	-11.4
CCOC(=O)N1CCC(N2C(=O)c3ccccc3C2Nc2cc(OC)c(OC)c(OC)c2)CC1 (centres undefined)	4.5	7.4	/	-3.3	6.1	-30.5	/	94.7	85.1	-1.4
Cc1cccc(C(=O)N2CCN(c3ccc([N+](=O)[O-])c(NCc4ccco4)c3)CC2)c1	-5.5	4.9	20.0	-3.6	6.8	-7.3	2.8	68.4	72.0	-15.3
Cc1ccc2[nH]c(=O)c(NC(N)=S)nc2c1	-3.3	0.8	/	-3.3	6.1	-45.8	/	71.6	88.1	-27.4
O=C(O)CN1C(=O)CC(Cc2ccccc2)C1=O (centres undefined)	-6.2	-0.2	-12.7	-0.9	24.6	-45.7	-0.4	97.6	99.6	-12.5
O=C(Cc1cccs1)Nc1nnc(Cc2ccccc2)s1	-5.2	-1.1	-15.6	-0.5	17.8	-40.2	/	90.0	90.7	/
COc1ccc(C2=Nn3c(nnc3-c3ccccc3)SC2)cc1OC	-7.3	0.7	-3.7	-1.0	6.8	-78.7	-0.1	86.6	93.7	-3.3
Cc1cc(Cl)ccc1NC(=S)Nc1cccnc1	-2.1	4.2	1.2	-3.7	0.9	-3.0	-3.1	94.0	92.8	0.3
COC(=O)c1ccccc1NC(=O)c1ccc(NS(C)(=O)=O)cc1	9.8	-0.2	1.1	-3.8	2.0	-14.6	-0.4	106.5	108.4	22.4
CC(C)CC[n+]1ccn(-c2nc3ccccc3nc2[N-]S(=O)(=O)c2ccccc2)c1	5.8	0.8	/	-2.4	2.7	-56.4	/	91.0	86.6	-6.8
Cc1ccc(-n2c(Cn3nc(C(F)F)cc3C(F)F)n[nH]c2=S)cc1	5.3	0.3	2.6	-1.5	4.2	-33.3	-0.2	101.6	106.9	-10.7
CCS(=O)(=O)N1CCC(NC(=O)C2CCCCC2)CC1	-7.0	0.7	9.2	-2.6	13.1	18.1	0.0	97.8	99.9	-5.7
CC(NC(=O)COC(=O)Cc1ccccc1[N+](=O)[O-])c1ccccc1 (centres undefined)	1.1	0.9	30.1	-1.9	8.4	-22.7	-5.0	98.4	101.8	3.0
CCN1CCN(CC(=O)N/N=C/c2ccc(F)cc2F)CC1	4.7	0.9	/	-1.0	3.2	-15.6	-2.6	78.2	82.1	4.7
CCC(CO)Nc1ncnc2c1cnn2-c1ccc(OC)cc1 (centres undefined)	6.4	0.1	3.9	2.9	8.0	-7.0	-0.1	102.6	100.7	-7.0
Cc1cc(C(=O)CSc2nnc(-c3ccc4c(c3)OCO4)o2)c(C)n1-c1ccc(F)cc1	-5.0	7.3	/	0.4	42.2	-44.3	-1.2	90.3	63.5	3.4
Cc1ccc(C(C(=O)NC2CCCCC2)N2CCOCC2)cc1 (centres undefined)	-26.5	4.2	0.4	-1.6	19.8	-10.3	/	114.8	106.5	-12.3
NC(=O)c1c(NC(=O)c2cccs2)sc2c1CCCCCC2	4.7	-1.0	-5.7	0.8	22.9	-72.1	/	82.5	76.3	-9.8
COc1ccc(NC(=O)/C(C#N)=C/c2ccc3c(c2)n(C)c(=O)n3C)cc1	1.1	6.0	/	-0.7	4.3	-32.6	-0.8	95.9	99.1	-0.1
CC[n+]1c(/C=C(\C)SC)sc2ccccc21	-9.4	2.2	29.5	1.1	5.6	-42.6	/	77.6	71.5	-25.5
Cn1nnc2cc(C(=O)NCc3ccco3)ccc21	0.3	2.5	-10.8	-1.1	11.4	-35.2	-1.3	81.8	91.8	-9.9
COc1ccc(NC(=O)CSc2c3c(nc4ccccc24)CCCC3)c(OC)c1	6.4	0.8	5.1	-4.9	14.3	-42.6	-3.8	5.9*	10.9	0.4
Cc1ccc(NC(=O)c2ccccc2F)nc1	-2.4	4.0	-7.5	-2.3	6.0	-28.8	-1.7	95.4	91.0	-29.3
Cc1ccc(S(=O)(=O)N2CCN(S(C)(=O)=O)C2c2ccccc2)cc1 (centres undefined)	2.2	4.7	2.4	-1.1	5.1	-44.0	/	87.2	85.7	-17.9
COc1cc(OC)nc(Oc2ccccc2C(=O)Oc2ccccc2Cl)n1	6.8	3.3	-22.3	-2.2	3.2	-93.4	/	86.0	99.3	3.5
CCC1Oc2ccc(Cl)cc2N(CC(=O)O)C1=O (centres undefined)	-6.2	2.8	16.8	-1.7	5.6	-28.8	-1.0	90.5	98.8	-1.5
O=C(CN1CCN(c2cccc(C(F)(F)F)c2)CC1)Nc1cccc(C(F)(F)F)c1	-9.4	17.4*	3.5	-1.9	14.7	-6.3	-1.0	82.7	76.1	-17.9
CCCCNCC(=O)Nc1sc(C)c(C)c1C(=O)OCC	-4.5	4.4	12.3	-3.1	4.0	-34.4	/	88.0	95.9	/
COc1cc(N)ccc1Cc1ccc(N)cc1OC	9.5	0.2	/	-1.0	5.7	-39.8	0.8	94.0	95.1	1.2
CCC(CC)c1nnc(NC(=O)C2COc3ccccc3O2)s1 (centres undefined)	12.1	6.4	/	3.5	5.2	-43.1	/	119.6	104.2	29.9
COc1ccccc1S(=O)Cc1ccc(C(=O)NCCc2ccc(Cl)cc2)o1 (centres undefined)	-6.0	2.2	/	1.7	8.2	-29.6	-0.1	59.8	67.7	-11.4
COc1ccc(C2CC(c3ccccc3OC(C)=O)=NN2C(=O)/C=C/c2ccccc2)cc1 (centres undefined)	-4.3	9.6	/	-2.6	9.4	-48.6	/	70.5	71.8	1.6
CCS(=O)(=O)NCc1ccc2[nH]c3c(c2c1)CCCC3	1.0	-0.7	/	0.1	18.9	-29.0	-0.5	102.9	79.1	-20.1
Cc1cccc(-n2nc3c(c2NC(=O)c2ccc(Br)o2)CSC3)c1C	-4.9	2.7	/	-2.5	4.7	-26.4	-0.1	64.2	77.9	-17.7

Compound activity from PubChem BioAssay.
